Screens deposited in PubChem BioAssay by National Center for Advancing Translational Sciences (NCATS).
EPAC2 agonist: agonists of human EPAC2 (RAPGEF4); Q8WZA2; EPAC2 activation, biochemical qHTS; response scale: 100% = 6.5 mM cAMP response; Potency, µM (series often up to 154 µM), for inactives: at the highest dose activation, hits mostly activators; 360,000 tested, 0.079% active; AID 720711; note: nearly all actives have a fitted effect of over 50% in size
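In this primary screen, activation is scored as increased exchange of BODIPY-GDP from Rap1B by 100 nM EPAC2, with 50 uM GDP as competitor. Signal is normalized to the 6.5 mM cAMP agonist control.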
aSyn yeast inh: alpha-synuclein toxicity inhibition in yeast; Yeast expressing alpha-synuclein, growth rescue, BacTiter-Glo, 24 h; Potency, µM (series often up to 46.1 µM), for the others: at the top dose growth rescue (activation), most hits filed as activators; 370,000 tested, 0.14% active; AID 652106; note: % of control where 0% means no effect; nearly all actives have a fitted effect of over 65% in size
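Readout is rescue of growth in alpha-synuclein-expressing yeast, so inhibitors of toxicity appear as activators. Growth after 24 hr at 30 deg C in galactose medium is quantified by luminescence.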
TDP43 rescue: TDP-43 toxicity inhibition in yeast; TDP-43 expressing yeast growth rescue, BacTiter-Glo, 24 h; Potency, µM (highest dose often 46.1 µM), without a hit: at the highest dose growth rescue (activation), most hits filed as activators; 410,000 tested, 1.8% active; AID 652104; note: % of control where 0% means no effect; nearly all actives have a fitted effect of over 50% in size
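In this qHTS, compounds that restore growth of yeast expressing TDP-43 appear as activators. Cells (OD600=0.02, galactose medium, raffinose-pregrown) are incubated with compound 24 hr at 30 deg C and growth is quantified by BacTiter-Glo.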
PTHR1 ag: activates the human parathyroid hormone receptor PTHR1; HEK293 GP2 PTHR1 cells, GloSensor cAMP luminescence, 1 h; Potency, µM (top dose mostly 115 µM), inactives show top-dose activation, most hits filed as activators; 410,000 tested, 0.075% active; note: nearly all actives have a fitted effect of over 55% in size; some results filed as inactive show a strong effect at the top dose; inactives centre near -15; many of its hits are not listed in these tables
Target sequence (Q03431 whole entry, looked up): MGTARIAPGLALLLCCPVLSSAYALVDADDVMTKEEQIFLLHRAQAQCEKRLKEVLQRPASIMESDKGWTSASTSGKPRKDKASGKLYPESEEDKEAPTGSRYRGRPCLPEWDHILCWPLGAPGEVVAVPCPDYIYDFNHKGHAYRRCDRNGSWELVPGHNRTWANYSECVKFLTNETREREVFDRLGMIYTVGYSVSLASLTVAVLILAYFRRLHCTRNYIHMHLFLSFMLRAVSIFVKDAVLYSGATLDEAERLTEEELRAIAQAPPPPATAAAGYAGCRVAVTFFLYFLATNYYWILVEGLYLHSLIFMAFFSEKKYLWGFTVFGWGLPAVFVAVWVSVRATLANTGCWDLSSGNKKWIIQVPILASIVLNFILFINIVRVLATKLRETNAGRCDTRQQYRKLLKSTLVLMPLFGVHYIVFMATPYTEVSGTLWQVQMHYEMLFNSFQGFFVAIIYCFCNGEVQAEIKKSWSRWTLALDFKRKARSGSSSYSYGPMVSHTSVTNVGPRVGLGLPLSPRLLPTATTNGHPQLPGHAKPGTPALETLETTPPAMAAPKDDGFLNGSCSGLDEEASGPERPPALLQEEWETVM
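HEK-293-derived GP2 cells expressing PTHR1 and a GloSensor cAMP reporter, 3,000/well, plated overnight, given luciferin plus IBMX (each 0.5 mM as added) for 1 h at 37 °C, then compound for 1 h at 37 °C. Luminescence was read after 15 min at room temperature.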
FUS suppressor: suppressors of FUS proteinopathy in yeast. S. cerevisiae FUS-expressing, growth rescue, OD600, 24 h. Potency, µM (highest dose often 76.6 µM), inactives show top-dose growth rescue (activation), usual class: activators. 390,000 tested, 0.24% active. AID 1347120;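 note: plate controls were DMSO vehicle for no effect and reference control for full effect; nearly all actives have a fitted effect of over 55% in size; some results filed as inactive show a strong effect at the top dose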
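Restored growth of FUS-toxic S. cerevisiae, read as 600 nm absorbance after 24 h at 30C in galactose medium (starting OD 0.005). Controls CP55940 and DMSO.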
EPAC1 antag: blocks human EPAC1 exchange factor; 360,000 tested, 0.14% active; Potency, µM (top dose mostly 115 µM), for the others: at the top dose activity change, negative = inhibition, hits mostly inhibitors; EPAC1 GEF assay, Rap1b-BODIPY-GDP exchange fluorescence; AID 720709; O95398;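 note: plate controls were vehicle for no effect and positive control for full effect; nearly all actives have a fitted effect of over 50% in size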
EPAC2 antagonist: antagonists of human EPAC2. Q8WZA2. 360,000 tested, 0.18% active. Potency, µM (doses to about 114 µM), for inactives: at the highest dose activity, negative = inhibition, usual class: inhibitors. EPAC2 GEF exchange of Rap1B-BODIPY-GDP, fluorescence; note: % is set by controls: 0 for no effect and ±100 for the full control effect; nearly all actives have a fitted effect of over 45% in size; many of its hits are not listed in these tables
EPAC1 ag: agonists of human EPAC1; O95398; EPAC1 agonist qHTS, biochemical assay; response scale: 100% = response to 6.5 mM cAMP; Potency, µM (doses to about 154 µM), for inactives: top-dose activation, actives largely listed as activators; 360,000 tested, 0.073% active; note: nearly all actives have a fitted effect of over 60% in size
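Read-out is the fluorescence drop as BODIPY-GDP leaves Rap1B (480 nm excitation, 540 nm emission), recorded every 5 minutes over 30 minutes. Reactions held 100 nM EPAC1, 250 nM Rap1B–BODIPY-GDP and 50 uM GDP, with 6.5 mM cAMP setting full activation.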
An asterisk follows results filed as active; i = inactive; ? = inconclusive; & = joins results of further samples; [ ] = remark or other dose. Calls come from the whole dose curve; as a rule, active = well fitted curve in the direction sought with a large enough effect; inconclusive = small, poorly fitted or top-dose-only effect, or another doubt; inactive = no such curve, though single readings can be large; an effect the other way counts as inactive or inconclusive. Potency is the fitted concentration of half-maximal effect. An excerpt; count on the stated rates, not on these rows.

SMILES	EPAC2 agonist	aSyn yeast inh	TDP43 rescue	PTHR1 ag	FUS suppressor	EPAC1 antag	EPAC2 antagonist	EPAC1 ag
C/C(O)=C(/N=O)C(=O)Nc1ccccc1	12%	-8%	-21%	-8%[57.5 µM]	-6%	10%	-2%	9%
c1ccc(Cn2nnnc2CN2CCN(Cc3ccc4c(c3)OCO4)CC2)cc1	-6%	0%	2%	i	-19%	-4%	-8%	13%
O=C(Nc1nc2ccccc2[nH]1)c1cccc([N+](=O)[O-])c1	7%	-6%	0%	-14%	-15%	-20%	-4%	4%
CN(C)CCCN(C(=O)COc1ccccc1)c1nc2cc3c(cc2s1)OCCO3	6%	-1%	9%	i	10%	-9%	1%	3%
Cc1c(CN2CCC(CO)(CC3CCCCO3)CC2)cnn1C (centres undefined)	10%	-9%	-7%	i	25%	-2%	1%	-6%
Cc1ccc(C(CNC(=O)c2ccco2)N2CCN(C)CC2)cc1 (centres undefined)	-3%	-6%	1%	i	-1%	-28%	3%	-4%
CCOc1ccc(OCCC(=O)N(CC)CC(=O)NCc2cccs2)cc1	12%	5%	6%	i	-1%	7%	0%	10%
COc1ccc(CCNC2CCc3ccccc3C2)cc1 (centres undefined)	12%	-4%	-14%	i	-8%	-9%	5%	4%
Cc1c(C(=O)NC2CC2)oc2ccc(S(=O)(=O)N3CCCCCC3)cc12	0%	-1%	0%	0%[57.5 µM]	17%	-11%	-2%	0%
CC(C)CNC(=S)NC1CC2CCCC(C1)N2Cc1ccco1 (centres undefined)	9%	0%	-8%	i	0%	-13%	-2%	6%
O=[n+]1cc(-c2ccccc2)n([O-])c2c1CCC2	-4%	-8%	7%	i	-17%	-2%	9%	9%
CCN(CC(=O)Nc1ccc(Br)cc1)CC(=O)Nc1cc(C)on1	1%	-1%	-4%	?	15%	?	-11%	4%
O=C(c1ccccc1F)N1CCN(C(=O)C2CC2)CC1	12%	-1%	4%	-27%	-5%	-13%	-2%	8%
CN1CCSc2ccc(C(=O)NCc3cccc(F)c3)cc21	3%	0%	?	-1%	-19%	-11%	-17%	-9%
O=C(Nc1cc(F)ccc1F)N1CCN(c2ccnc3cc(Cl)ccc23)CC1	-2%	-15%	20%	-1%	8%	-14%	-13%	0%
CC1CN(C(=S)Nc2ccc(Br)cc2)CC(C)O1 (centres undefined)	15%	-6%	6%	6%	0%	2%	-3%	8%
Cc1ccc(NC(=O)Cn2c(CCC(=O)O)ccc2-c2cccs2)cc1	-8%	11%	23%&-9%	-21%	?	-1%	4%	-1%
C#CCOCCOCCOCCNc1nc(N2CCN(C(=O)CCCCCCCCCCNC(=O)[C@H](CCCCN)n3cc(C)nn3)CC2)nc(N2CCN(C(=O)CCCCCCCCCCNC(=O)[C@H](CCCN=C(N)N)n3cc(C[C@@H](C)CC)nn3)CC2)n1	19%	-58%[inhibitor]	?	-1%	?	50µM*	-21%	5%
CNC(=O)CSc1nc2cc(S(=O)(=O)Nc3ccc(OC)cc3)ccc2o1	-2%	-11%	-18%	-7%	-1%	11%	-3%	5%
Cc1ccc(NC(=O)CN2C(=O)S/C(=C\c3cc(Cl)c(OCC(=O)O)c(Cl)c3)C2=O)cc1	-8%	-1%	-2%	i	-11%	-22%	?	-5%

16 of the compounds above, comma-delimited.
compound,EPAC2 agonist,aSyn yeast inh,TDP43 rescue,PTHR1 ag,FUS suppressor,EPAC1 antag,EPAC2 antagonist,EPAC1 ag
C/C(O)=C(/N=O)C(=O)Nc1ccccc1,12%,-8%,-21%,-8%[57.5 µM],-6%,10%,-2%,9%
c1ccc(Cn2nnnc2CN2CCN(Cc3ccc4c(c3)OCO4)CC2)cc1,-6%,0%,2%,i,-19%,-4%,-8%,13%
O=C(Nc1nc2ccccc2[nH]1)c1cccc([N+](=O)[O-])c1,7%,-6%,0%,-14%,-15%,-20%,-4%,4%
CN(C)CCCN(C(=O)COc1ccccc1)c1nc2cc3c(cc2s1)OCCO3,6%,-1%,9%,i,10%,-9%,1%,3%
Cc1c(CN2CCC(CO)(CC3CCCCO3)CC2)cnn1C (centres undefined),10%,-9%,-7%,i,25%,-2%,1%,-6%
Cc1ccc(C(CNC(=O)c2ccco2)N2CCN(C)CC2)cc1 (centres undefined),-3%,-6%,1%,i,-1%,-28%,3%,-4%
CCOc1ccc(OCCC(=O)N(CC)CC(=O)NCc2cccs2)cc1,12%,5%,6%,i,-1%,7%,0%,10%
COc1ccc(CCNC2CCc3ccccc3C2)cc1 (centres undefined),12%,-4%,-14%,i,-8%,-9%,5%,4%
Cc1c(C(=O)NC2CC2)oc2ccc(S(=O)(=O)N3CCCCCC3)cc12,0%,-1%,0%,0%[57.5 µM],17%,-11%,-2%,0%
CC(C)CNC(=S)NC1CC2CCCC(C1)N2Cc1ccco1 (centres undefined),9%,0%,-8%,i,0%,-13%,-2%,6%
O=[n+]1cc(-c2ccccc2)n([O-])c2c1CCC2,-4%,-8%,7%,i,-17%,-2%,9%,9%
CCN(CC(=O)Nc1ccc(Br)cc1)CC(=O)Nc1cc(C)on1,1%,-1%,-4%,?,15%,?,-11%,4%
O=C(c1ccccc1F)N1CCN(C(=O)C2CC2)CC1,12%,-1%,4%,-27%,-5%,-13%,-2%,8%
CN1CCSc2ccc(C(=O)NCc3cccc(F)c3)cc21,3%,0%,?,-1%,-19%,-11%,-17%,-9%
O=C(Nc1cc(F)ccc1F)N1CCN(c2ccnc3cc(Cl)ccc23)CC1,-2%,-15%,20%,-1%,8%,-14%,-13%,0%
CC1CN(C(=S)Nc2ccc(Br)cc2)CC(C)O1 (centres undefined),15%,-6%,6%,6%,0%,2%,-3%,8%

Next records.
SMILES	EPAC2 agonist	aSyn yeast inh	TDP43 rescue	PTHR1 ag	FUS suppressor	EPAC1 antag	EPAC2 antagonist	EPAC1 ag
O=C(c1cc(-c2ccc(Cl)s2)nc2ccccc12)N1CCOCC1	5%	3%	21%	i	26%	-14%	?	3%
Cc1ccc2nc(-c3ccc4c(c3)OCCO4)cn2c1	1%	13%	-11%[1.82 µM]	-37%	2%	10%	1%	-8%
Cc1ccc(NC(=O)CSc2nc3ccccc3c3nc(CCn4cncc4C)nn23)c(C)c1	-1%	5%	17%&4%	-20%	-18%	4%	7%	-11%
CCOc1ccc(CCNC(=O)c2nnn(CC(=O)Nc3ccc(OC)cc3)c2N)cc1OCC	-3%	2%	-3%	i	11%	2%	5%	0%
CSc1sc(C(=O)N(C)C)c2c1S(=O)(=O)N(C)c1ccccc1-2	8%	-1%	9%	-14%	-13%	3%	-2%	0%
Cc1cc(NC(=O)c2ccc(NC(=O)C(C)Oc3ccccc3)cc2)no1 (centres undefined)	0%	4%	0%	-2%[57.5 µM]	6%	15%	17%	-9%
CC1(C)CC(NC(=O)C23CCC(C)(C(=O)C2=O)C3(C)C)CC(C)(C)N1 (centres undefined)	12%	-2%	0%	4%	-17%	2%	-1%	18%

Shown as a hit in EPAC1 antag, among the entries above:
canonical_smiles | PTHR1 ag | EPAC1 antag | EPAC2 antagonist | EPAC1 ag
C#CCOCCOCCOCCNc1nc(N2CCN(C(=O)CCCCCCCCCCNC(=O)[C@H](CCCCN)n3cc(C)nn3)CC2)nc(N2CCN(C(=O)CCCCCCCCCCNC(=O)[C@H](CCCN=C(N)N)n3cc(C[C@@H](C)CC)nn3)CC2)n1 | -1% | 50µM* | -21% | 5%
